LYP phosphatase: PTPN22 lymphoid phosphatase activity blockers – biochemical, fluorescence intensity, uHTS (AID 1779). recombinant LYP phosphatase, fluorescence intensity; higher % means a stronger effect. one-dose inhibition, % at 11.5 µM; IC50 in µM for titrated hits. 290,000 compounds, 0.054% hits; in the data active = inhibition above about 50%;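 also: plate controls were vehicle with enzyme for no effect and no enzyme for full effect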
GPR55 activation: selective activators of receptor GPR55 – imaging, U2OS cells, beta-arrestin-GFP redistribution, primary screen (AID 1961) | U2OS GPR55 beta-arrestin-GFP redistribution imaging; higher % means a stronger effect | 290,000 compounds, 0.048% hits | one-dose activation, % at 10 µM; EC50 in µM for titrated hits;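 active = activation above 40% with more than 50 cells counted in the well; inconclusive = wells holding fewer than 50 cells, flagged as toxic or sparse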;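 also: U2OS osteosarcoma cells stably expressing GPR55 and beta-arrestin-GFP; plate controls were DMSO negative control for no effect and LPI positive control for full effect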
T cell HTS: T cell immune modulation candidate; 2C CD8+ T cell-vesicle binding, flow cytometry; active compounds read low; calls only at 7 µM; 330,000 compounds, 0.068% hits;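 active = response, share of CD8 T cells binding vesicles, and their 90th percentile fluorescence all below set limits, cut at about 80% in these data, passing the limit was not always enough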
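Assay system – 2C mouse CD8+ T cells · Also added – QL9-loaded Drosophila micro-vesicles · Timing – Cell–vesicle co-incubation 1.5 h at 37 °C, staining 20 min on ice · Signal – flow cytometry of vesicle-bound cells · Measure – percent CD8+ FL2 mean versus row control · Controls – Peptide-free naked vesicles (low) and QL9 vesicles with 0.7% DMSO vehicle (high)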
Hep lipid drop: hepatic lipid droplet formation modulation. AML12 mouse hepatocytes, oleate lipid droplets, BODIPY imaging. inhibition, % at 6.5 µM. 240,000 compounds, 0.4% hits;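 active = lipid droplet intensity inhibited by at least 50%, with more than 500 cells counted; inconclusive = wells with under 300 cells, treated as cytotoxic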
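material = mouse AML12 hepatocyte cell line, fixed after treatment | also added = 100 µM oleic acid challenge | doses = compound at 6.5 µM only | schedule = overnight exposure | technique = Image-based BODIPY and DAPI two-channel analysis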
NTR1 agonist: agonists of NTR1, primary screen, imaging, U2OS cells, beta-arrestin-GFP, high content (AID 493036); NTR1-U2OS beta-arrestin-GFP spot imaging, agonist mode; activation, % at 20 µM; 330,000 compounds, 0.17% hits; P30989;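 active = activation at or above 40% of the spot to cytoplasm intensity ratio, with at least 20 cells analyzed; inconclusive = wells under 20 cells, flagged as cytotoxic or low count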;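 also: 0% = DMSO without peptide and 100% = 100 nM NTR1 peptide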
Target sequence (P30989 whole entry, looked up): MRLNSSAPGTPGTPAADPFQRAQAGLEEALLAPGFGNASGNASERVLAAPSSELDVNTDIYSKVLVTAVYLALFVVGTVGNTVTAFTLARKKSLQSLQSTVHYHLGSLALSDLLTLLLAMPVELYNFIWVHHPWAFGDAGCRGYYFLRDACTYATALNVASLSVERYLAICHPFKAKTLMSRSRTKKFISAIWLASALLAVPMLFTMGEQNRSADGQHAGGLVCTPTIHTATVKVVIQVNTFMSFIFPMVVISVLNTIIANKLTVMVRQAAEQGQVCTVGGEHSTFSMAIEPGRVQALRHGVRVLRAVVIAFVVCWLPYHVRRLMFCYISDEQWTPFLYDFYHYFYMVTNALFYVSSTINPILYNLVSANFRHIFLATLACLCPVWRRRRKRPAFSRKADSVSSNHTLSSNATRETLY
Large T inhibition: TAg ATPase/helicase activity blockers – biochemical (AID 1903). SV40 large T antigen ATPase/helicase inhibition assay; higher % means a stronger effect. one-dose inhibition, % at 20 µM; IC50 in µM for titrated hits. 310,000 compounds, 0.39% hits; in the data active = a potency from the dose series; inconclusive = inhibition mostly from about 32% at the one dose, without a potency; inactive = the rest, 99 in 100 with inhibition below about 32%; also: strong numbers were not always called active
MgcRacGAP inhibition: MgcRacGAP GTPase-activating activity inhibitors, confirmation, biochemical, ADP Hunter fluorescence; MgcRacGAP-stimulated Rac1 GTP hydrolysis, ADP Hunter fluorescence; higher % means a stronger effect; GST-tagged Rac1 F28L mutant substrate; one-dose inhibition, % at 30 µM; IC50 in µM for titrated hits; 340,000 compounds, 0.6% hits;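 active = first-screen hits whose inhibition reached a set limit at any dose in the follow-up dose series; inconclusive = inhibition above the set first-screen limit but never retested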;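 also: fluorescence reports GDP produced by GAP-driven GTP hydrolysis; strong numbers were not always called active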
GPR55 LPI antagonism: inhibition of LPI-stimulated GPR55 beta-arrestin translocation – imaging, U2OS, beta-arrestin-GFP, LPI agonist, primary screen (AID 2013) | U2OS GPR55 beta-arrestin-GFP translocation imaging, LPI antagonism; higher % means a stronger effect | inhibition, % at 10 µM; hits with a dose series show IC50 in µM | 290,000 compounds, 0.13% hits;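 active = spots per cell inhibited over 60%, with over 100 cells counted and total cytoplasm intensity under 500,000; inconclusive = wells with under 100 cells, flagged as likely toxic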;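 also: U2OS cells stably carrying GPR55 and arrestin-GFP stimulated by 5 µM LPI near EC80; imaged beta-arrestin-GFP aggregate spots per cell after agonist stimulation; plate controls were LPI-stimulated DMSO wells for no effect and DMSO wells without LPI for full effect; some results filed as inactive read as strong as hits; confirmed hits need IC50 under 10 µM and bright autofluorescent wells are also inconclusive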
GPR35 arrestin U2OS: inhibition of zaprinast-stimulated GPR35 beta-arrestin translocation – imaging, U2OS, beta-arrestin-GFP, zaprinast agonist, primary screen (AID 2058); U2OS GPR35 beta-arrestin-GFP translocation imaging, zaprinast antagonism; higher % means a stronger effect; one-dose inhibition, % at 10 µM; IC50 in µM for titrated hits; 290,000 compounds, 0.052% hits;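 active = inhibition of at least 50% with at least 30 cells and total cytoplasm GFP at most 10,000,000; inconclusive = under 30 cells or total GFP of 10,000,000 plus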
Hep lipid drop cells 6.5 µM: further read-out of Hep lipid drop, marked with its call; cell count; measured here: cell count, cytotoxicity flag;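 cells counted across two imaged fields per well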
T cell HTS vesicle-bound %: second read-out of T cell HTS, no call of its own (marks repeat the call); double positive events, %; measured here: CD8+ vesicle-bound cell fraction;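 binding gate set so that unloaded-vesicle control wells show 10% double positive cells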
NTR1 agonist cell count 20 µM: recorded beside NTR1 agonist, whose call it bears; cell count; measured here: cell count, cytotoxicity flag
* hit, by the source's call; i = inactive; ? = inconclusive; . = not tested or not shown.

SMILES | LYP phosphatase | GPR55 activation | T cell HTS | T cell HTS vesicle-bound % | Hep lipid drop | Hep lipid drop cells 6.5 µM | NTR1 agonist | NTR1 agonist cell count 20 µM | Large T inhibition | MgcRacGAP inhibition | GPR55 LPI antagonism | GPR35 arrestin U2OS
COc1ccc(CC(=O)OCC(=O)N2CCCc3ccccc32)cc1 | . | . | i | 38 | . | . | -0.2 | 57 | 10% | -1% | . | .
O=C(O)C1CCCN(S(=O)(=O)c2ccc(Br)cc2)C1 (centres undefined) | -4% | -0.1% | i | 10 | 10 | 799 | 0.0 | 49 | 9% | 3% | 4% | -8%
CCc1nnc(NC(=O)c2nn(-c3ccccc3)nc2C)s1 | 0% | -0.1% | i | 54 | -8 | 722 | -0.2 | 46 | 8% | 8% | 3% | 8%
COc1cccc(C(=O)/C=C/Nc2ccc(S(=O)(=O)Nc3onc(C)c3C)cc2)c1 | -2% | -0.1% | i | 37 | 8 | 734 | 1.2 | 40 | 8% | 10% | 1% | 7%
O=C(Nc1ccc(Br)cc1)c1ccc2ncsc2c1 | -8% | 0.2% | i | 11 | -1 | 747 | -1.3 | 42 | 6% | 6% | 0% | -2%
CCOc1ccc(OCC)c(NC(=O)CC2Oc3ccccc3NC2=O)c1 (centres undefined) | -1% | -0.1% | i | 48 | . | . | 5.8 | 67 | 3% | -3% | -7% | -17%
N/C(=N\OC(=O)COc1ccc2ccccc2c1)c1cccnc1 | -3% | -0.3% | i | 46 | 6 | 682 | -0.2 | 64 | 9% | 6% | -3% | -6%
COc1ccc(Cn2cccc(NC(=O)Nc3cccc(OC)c3)c2=O)cc1 | -1% | -0.1% | i | 57 | -2 | 622 | 4.6 | 66 | 12% | -5% | 4% | -8%
COC(=O)/C=C/C(=O)Nc1cccnc1 | 1% | -0.1% | i | 51 | . | . | -1.8 | 29 | 3% | 10% | 8% | -2%
COc1cccc(C2CC(c3cccs3)=NN2S(C)(=O)=O)c1OC (centres undefined) | -5% | 0.1% | i | 60 | 0 | 663 | -0.7 | 42 | 8% | 2% | 5% | -6%
CCC(=O)Nc1ccc(-c2nnc(-c3ccccc3)o2)cc1 | -5% | 0.0% | i | 34 | . | . | 0.3 | 59 | 1% | 12% | 24% | 5%
O=C(CN(c1ccccc1F)S(=O)(=O)c1ccccc1)Nc1ccccc1C(=O)N1CCOCC1 | 4% | -0.1% | i | 39 | -16 | 699 | 0.1 | 57 | 11% | 6% | 4% | 10%
COc1ccc(OC)c(CN2CCC(C(=O)N(C)CCc3ccc(OC)c(OC)c3)CC2)c1 | -8% | -0.1% | i | 8 | 1 | 664 | -1.4 | 46 | 23% | ? | -22% | -2%
CN(C)c1ccc(C(=O)/C=C/c2ccccc2)cc1 | 0% | -0.3% | i | 58 | 16 | 697 | 0.4 | 84 | 4% | 9% | 0% | 1%
CC(C)Sc1nc2c([nH]c3ccccc32)c(=O)n1C | 1% | 0.0% | i | 58 | -20 | 683 | 1.9 | 75 | 9% | 5% | -2% | -5%
O=C(OCc1cnc(Cl)s1)c1ccccc1Cl | -5% | 0.0% | i | 32 | . | . | 0.5 | 49 | 7% | 7% | 6% | 5%
COc1ccccc1N(Cc1ccccc1)S(=O)(=O)c1cccc(C(=O)Nc2ccccn2)c1 | -2% | 0.3% | i | 6 | -15 | 811 | 2.0 | 63 | 26% | 12% | 11% | -10%
COc1cc(C(=O)NCc2ccncc2)cc(OC)c1OC | -15% | -0.1% | i | 38 | -8 | 689 | -0.5 | 84 | . | 2% | 15% | -5%
CC(C)c1ccc(CN(C)CC(O)c2ccccc2)cc1 (centres undefined) | -6% | -0.4% | i | 49 | 9 | 681 | 1.5 | 45 | 24% | 3% | -9% | -16%
COc1ccc(C(C)NC(=O)C2CCCO2)cc1OC (centres undefined) | -4% | -0.1% | . | . | -14 | 745 | 1.2 | 59 | 1% | 1% | -8% | 6%
O=C(O)Cn1nc(-c2ccccc2)cc1-c1ccccc1 | 0% | 0.5% | i | 57 | 0 | 770 | 3.3 | 58 | 6% | 7% | 21% | -4%
CCCNC(=O)c1ccccc1N1CCN(CCCCN2C(=O)C3CCCCN3C2=O)CC1 (centres undefined) | -17% | 0.1% | i | 67 | -8 | 770 | 0.1 | 58 | 3% | 2% | 0% | -17%
COCC(=O)N(Cc1cc2cc(OC)ccc2[nH]c1=O)c1ccccc1 | -2% | -0.1% | i | 48 | 1 | 676 | 0.1 | 46 | 10% | 11% | 2% | 6%
Cc1c(C(=O)N2CCC(N3CCSCC3)CC2)oc2c(F)cccc12 | -6% | -0.1% | i | 58 | -2 | 754 | 0.5 | 64 | 14% | 5% | -3% | 3%
O=C(NCCC1=CCCCC1)C1CCN(C(=O)Nc2ccccc2)CC1 | -4% | -0.1% | i | 52 | 24 | 587 | 0.1 | 83 | 5% | 6% | 5% | 8%
COc1cccc(N2CCN(C3CCCC(C)C3)CC2)c1 (centres undefined) | -1% | -0.1% | i | 35 | -1 | 670 | 0.5 | 67 | -1% | -7% | 13% | -13%
COC(=O)[C@H]1C[C@@H]1[C@H](NC(=O)[C@H]1C[C@@H]1[C@H](NC(=O)OCc1ccccc1)c1ccccc1)c1ccccc1 | 6% | 0.9% | i | 23 | -2 | 754 | 0.5 | 95 | 4% | -1% | 7% | -8%
O=C(COC(=O)c1ccccc1)c1ccc(Br)cc1 | -9% | 0.3% | i | 64 | . | . | 1.8 | 46 | 4% | -1% | -5% | -7%
O=C(O)c1ccccc1NC(=O)C1CCN(S(=O)(=O)c2cccc3nsnc23)CC1 | -5% | -0.2% | i | 12 | -2 | 741 | 1.8 | 67 | 6% | 7% | -20% | 4%
COc1ccc(NC(=O)C2=C(C)Nc3nc(CCCO)nn3C2c2ccc(OC)c(OC)c2)cc1 (centres undefined) | -7% | 0.2% | i | 60 | -27 | 667 | 0.1 | 99 | 3% | 11% | -5% | 2%
CCCCn1c(NC(=O)CC)c(C#N)c2nc3ccccc3nc21 | 0% | -0.1% | i | 39 | -5 | 678 | 2.1 | 82 | -7% | -4% | 1.6µM* | -9%
CCCCC(=NCCc1c(C)[nH]c2ccccc12)C1=C(O)CC(c2ccccc2)CC1=O (centres undefined) | 1% | 0.1% | i | 53 | -2 | 748 | 13 | 61 | 22% | 5% | 2% | -1%
COc1cc(NC(=O)c2cccs2)c(OC)cc1NC(=O)CCn1nnc2ccccc21 | -6% | -0.2% | i | 27 | . | . | -0.8 | 47 | 32% | 10% | -14% | -3%
Cc1cc(C)c(C)c(S(=O)(=O)N2CCN(C(=O)C3CCC3)CC2)c1C | . | . | i | 31 | . | . | 0.2 | 65 | 24% | 5% | . | .
COc1ccc(C(=O)C2CCCN(C(=O)/C=C/c3cnc[nH]3)C2)c(C)c1 (centres undefined) | 3% | -0.1% | i | 12 | -2 | 662 | -0.4 | 44 | 13% | 4% | 4% | -4%
C=CCn1c(SCC(=O)Nc2ccccc2OC)nc(O)c(CC)c1=O | -3% | -0.3% | . | . | . | . | -1.0 | 63 | 10% | 4% | 2% | -22%
COc1ccccc1C(=O)Nc1ccc(S(=O)(=O)Nc2cc(C)on2)cc1 | -5% | 0.2% | i | 54 | 21 | 664 | 1.0 | 33 | 8% | 10% | 7% | -13%
S=C(NCC1CCCO1)Nc1cccc2ccccc12 (centres undefined) | -9% | -0.1% | i | 60 | 2 | 693 | -0.7 | 87 | 1% | 5% | 1% | 5%
COc1ccc(NC(=O)CSc2nncs2)cc1S(N)(=O)=O | -5% | 0.3% | i | 38 | 0 | 730 | 2.5 | 69 | 6% | 1% | 0% | -1%
O=C(NC(=S)Nc1cccc(O)c1)c1ccco1 | 1% | 0.2% | i | 54 | 11 | 712 | 1.6 | 81 | 10% | 13% | 10% | 2%

Already shown: entries from further up.
SMILES | LYP phosphatase | GPR55 activation | T cell HTS | T cell HTS vesicle-bound % | Hep lipid drop | Hep lipid drop cells 6.5 µM | NTR1 agonist | NTR1 agonist cell count 20 µM | Large T inhibition | MgcRacGAP inhibition | GPR55 LPI antagonism | GPR35 arrestin U2OS
COc1ccccc1C(=O)Nc1ccc(S(=O)(=O)Nc2cc(C)on2)cc1 | -5% | 0.2% | i | 54 | 21 | 664 | 1.0 | 33 | 8% | 10% | 7% | -13%
S=C(NCC1CCCO1)Nc1cccc2ccccc12 (centres undefined) | -9% | -0.1% | i | 60 | 2 | 693 | -0.7 | 87 | 1% | 5% | 1% | 5%
COc1ccc(NC(=O)CSc2nncs2)cc1S(N)(=O)=O | -5% | 0.3% | i | 38 | 0 | 730 | 2.5 | 69 | 6% | 1% | 0% | -1%
O=C(NC(=S)Nc1cccc(O)c1)c1ccco1 | 1% | 0.2% | i | 54 | 11 | 712 | 1.6 | 81 | 10% | 13% | 10% | 2%

More records.
SMILES | LYP phosphatase | GPR55 activation | T cell HTS | T cell HTS vesicle-bound % | Hep lipid drop | Hep lipid drop cells 6.5 µM | NTR1 agonist | NTR1 agonist cell count 20 µM | Large T inhibition | MgcRacGAP inhibition | GPR55 LPI antagonism | GPR35 arrestin U2OS
CCN(Cc1ccccc1)C(=O)c1ccc(N(C)S(=O)(=O)c2ccc(C)cc2)cc1 | . | . | i | 26 | . | . | 3.2 | 55 | 2% | -2% | . | .
COc1ccc(S(=O)(=O)N2CCN(Cc3cccc(F)c3)CC2)cc1 | . | . | i | 28 | . | . | 2.2 | 55 | 2% | 18% | . | .
CC(C)NC(=O)CCCn1cc([N+](=O)[O-])cn1 | -6% | -0.6% | i | 9 | 0 | 624 | -0.9 | 60 | 9% | 2% | 5% | -7%
COC1CCN(Cc2c(C(=O)N3C[C@@H](C)O[C@@H](C)C3)nc3ccc(Cl)cn23)CC1 | -11% | -0.1% | i | 59 | -2 | 853 | -0.9 | 80 | 4% | 4% | -1% | -6%
